EP2 modulator = EP2 receptor (human) modulation; EP2-expressing cells, cAMP HTRF FRET, PGE2 co-stimulation; AID 940; induction, % at 25 µM; P43116; 260,000 tested, 0.83% active;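 active = compounds whose cAMP rise, as percent of the full-agonist control response, exceeds 60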;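 also: rat C6 glioma line stably carrying human EP2 under a CMV promoter; the protocol text gives 20 µM as final concentration; 100% = response of wells given 1 µM PGE2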
Target sequence (P43116 whole entry, looked up): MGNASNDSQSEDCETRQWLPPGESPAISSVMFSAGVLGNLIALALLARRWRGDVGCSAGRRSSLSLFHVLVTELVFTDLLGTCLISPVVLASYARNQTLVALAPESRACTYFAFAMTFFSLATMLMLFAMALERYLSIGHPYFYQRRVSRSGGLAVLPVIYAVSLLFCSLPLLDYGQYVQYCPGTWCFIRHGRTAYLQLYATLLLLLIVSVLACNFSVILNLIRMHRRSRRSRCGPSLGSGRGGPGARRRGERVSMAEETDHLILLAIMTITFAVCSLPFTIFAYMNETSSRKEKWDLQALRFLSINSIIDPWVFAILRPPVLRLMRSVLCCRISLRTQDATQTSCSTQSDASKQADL
L929 necroptosis = blocks zVAD induced death of L929 cells; AID 1377; L929 zVAD necroptosis rescue, ATP luminescence, 24 h; with zVAD 60 µM; 220,000 tested, 0.38% active; viability rescue, % at 10 µM;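 active = activation, scaled between plate controls, above about 75%, limit read from the data; inactive = activation under that limit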;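 also: 0% = zVAD with DMSO and 100% = DMSO alone without zVAD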
Runt-CBFb FRET = blocks binding of human RUNX1 Runt domain to CBFb. inhibition, % at 20 µM. AID 1496. Cerulean-Runt/Venus-CBFb FRET ratio 530/480, 1 h. 220,000 tested, 0.46% active. Q01196+Q13951;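 active = inhibition over about 50% at 20 µM in the single-dose screen, limit read from the data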;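 also: 0% = DMSO wells and 100% = excess unlabeled CBFb competitor control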
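System: Cerulean-labeled Runt domain protein | Quantity: 100 nM of each labeled protein | Schedule: 1 h compound exposure, room temperature | Detection: Fluorescence energy transfer, 422 nm excitation, 530/480 nm emission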
Hck Nef HTS = inhibitors of human Hck kinase activated by Nef; Recombinant Hck-YEEI plus Nef, Z-Lyte FRET kinase assay; inhibition, % at 20 µM; 220,000 tested, 0.68% active;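 active = Hck-Nef kinase inhibition above about 50%, limit read from the data; inactive = inhibition below that limit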;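 also: 0% = DMSO with Hck plus Nef and 100% = Hck alone without Nef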
Target sequence (P08631 whole entry, looked up): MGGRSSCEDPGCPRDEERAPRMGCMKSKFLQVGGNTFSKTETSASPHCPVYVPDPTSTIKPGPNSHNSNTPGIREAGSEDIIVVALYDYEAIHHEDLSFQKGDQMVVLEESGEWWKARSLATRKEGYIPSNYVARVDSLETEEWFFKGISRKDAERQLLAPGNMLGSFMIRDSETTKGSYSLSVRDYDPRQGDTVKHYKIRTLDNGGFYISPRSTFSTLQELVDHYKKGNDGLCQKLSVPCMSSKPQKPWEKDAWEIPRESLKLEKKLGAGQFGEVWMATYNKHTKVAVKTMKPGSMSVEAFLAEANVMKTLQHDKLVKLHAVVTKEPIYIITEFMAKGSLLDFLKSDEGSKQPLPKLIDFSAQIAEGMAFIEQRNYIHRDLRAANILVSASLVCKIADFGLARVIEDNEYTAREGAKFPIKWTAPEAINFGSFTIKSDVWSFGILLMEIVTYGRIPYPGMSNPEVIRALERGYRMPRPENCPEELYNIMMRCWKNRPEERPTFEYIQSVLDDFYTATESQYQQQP
Runt-SMMHC FRET = Runt domain-CBFb-SMMHC interaction inhibition | Q01196+Q13951 | inhibition, % at 20 µM | 220,000 tested, 0.74% active | Cerulean-Runt/Venus-CBFb-SMMHC FRET ratio 530/480, 1 h;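 active = mean inhibition across duplicate retests at 20 µM reaching about 50%, limit read from the data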;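 also: 0% = DMSO wells and 100% = wells with excess untagged CBFb-SMMHC; inhibitors lower the FRET ratio by blocking Runt binding to CBFb-SMMHC; some results filed as inactive read as strong as hits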
PERK inhibitor = human PERK inhibition, primary cell-based screen; CHO PERK-DD fusion, SEAP luminescence translation reporter; AID 1416; Q9NZJ5; inhibition, % at 5.6 µM; 220,000 tested, 0.17% active;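 active = inhibition above the mean inhibition of all tested compounds plus 3 SD, set separately per screening campaign, cut at about 2.9% in these data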;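 also: PERK kinase domain activated by AP20187 dimerizer at 100 nM; 0% = DMSO with dimerizer and 100% = rapamycin at 8.4 µM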
TNF necrop inh = inhibitors of TNF-alpha induced necroptosis in Jurkat FADD-/- cells; AID 463075; activation (protection from cell death), % at 10 µM; 220,000 tested, 0.068% active; Jurkat FADD-/- TNF necroptosis rescue, ATP luminescence, 24 h; 0 = TNF only, 100 = no-TNF cells;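 active = activation, meaning protection from cell death, of at least 50% relative to plate controls; inactive = activation below 50%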;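 also: necroptosis triggered by 40 ng/mL TNF-alpha added together with compound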
EP2 antag = blocks the human prostaglandin E2 receptor EP2; C6 glioma cells expressing human EP2, cAMP TR-FRET; cells stimulated with saturating PGE2; inhibition, % at 25 µM; 260,000 tested, 0.52% active; AID 1422;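 active = percent inhibition above 40 after rounding to a whole number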;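 also: rat C6 glioma host cells with rolipram phosphodiesterase inhibitor present; the protocol text gives 20 µM as final concentration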
RBBP9 inh = inhibitors of human serine hydrolase RBBP9; O75884; recombinant RBBP9, FP-Rh probe fluorescence polarization; inhibition, % at 7.94 µM; 220,000 tested, 0.2% active;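 active = inhibition above the campaign mean of all tested compounds plus 3 SD, cut at about 14% in these data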;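 also: plate controls were DMSO wells with RBBP9 for no effect and wells lacking RBBP9 protein for full effect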
Target sequence (O75884 whole entry, looked up): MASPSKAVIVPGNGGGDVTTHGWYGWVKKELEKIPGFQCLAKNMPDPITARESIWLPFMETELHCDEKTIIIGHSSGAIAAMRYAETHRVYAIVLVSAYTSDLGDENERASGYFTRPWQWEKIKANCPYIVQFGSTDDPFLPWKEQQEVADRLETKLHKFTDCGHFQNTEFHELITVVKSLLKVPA
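Test system – recombinant human RBBP9 · Input – RBBP9 2.5 µM in dispensing solution, pre-mixing · Medium – Tris buffer pH 8.0, NaCl, Pluronic · Schedule – preincubation 30 min plus labeling 45 min at 25 °C · Measured by – fluorescence polarization · Measure – % inhibition · Controls – DMSO and no-protein wells · Replicates – one well per compound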
An asterisk follows results filed as active; nt = not tested or not shown. This is a subset (hit frequency here may not be typical).

SMILES	EP2 modulator	L929 necroptosis	Runt-CBFb FRET	Hck Nef HTS	Runt-SMMHC FRET	PERK inhibitor	TNF necrop inh	EP2 antag	RBBP9 inh
O=C1c2ccccc2C2NC(=O)C3(CCCCC3)N12 (stereo not given)	23	3.2	0	-2	4	0.9	2.3	9	4
Cc1cc(C)c(C#N)c(Cl)n1	19	0.0	3	1	3	0.0	1.0	7	-3
COc1ccc(-c2ncn(CCC#N)c2[N+](=O)[O-])cc1	-5	-0.9	-1	12	-6	0.4	0.5	6	-9
CC(C)(C)[C@@H]1C=C(C(N)=O)O[C@H](OCc2ccc(CO)cc2)C1	-10	1.4	0	14	1	nt	2.2	15	nt
Cc1cc(NC(=O)CN2CCN(S(=O)(=O)c3ccc(Cl)cc3)CC2)no1	-8	-0.3	1	0	0	-1.4	0.6	5	-12
O=C(Nc1ccccc1N1CCN(C(=O)c2ccccc2)CC1)c1cc2ccccc2o1	14	0.6	-1	5	0	0.1	-2.8	17	1
COc1ccc2cc3cc(C(=O)Nc4ccc5c(c4)OCCO5)oc3nc2c1	-12	45	-7	52*	-41	1.4	1.3	14	-10
CCOC(=O)c1sc(Nc2nc3c(F)cccc3s2)cc1C	-22	-0.6	98*	29	148*	1.2	0.8	9	-6
CCOCCn1c(=NC(=O)/C=C/c2ccccc2Cl)sc2cc(NC(C)=O)ccc21	10	0.6	-5	12	-22	0.1	2.5	5	1
Cc1ccc(NC(=O)CSCCc2ccccn2)nc1	30	0.2	0	1	-4	0.6	1.5	2	13
CCCOC(=O)c1ccc(NC(=O)c2cc(Cl)ccc2OC)cc1	8	15	-5	2	-2	0.7	3.3	14	-4
CCCCOc1ccc(N2C(=O)CC(N(O)c3ccccc3)C2=O)cc1 (stereo not given)	-11	1.7	-3	0	0	-1.6	-0.5	14	-6
C=C(C)CN(CC)C(=O)c1ccc(OC2CCN(S(=O)(=O)N(C)C)CC2)cc1	-14	-0.5	2	21	-4	0.1	1.3	5	-2
CSc1nc(Oc2cccc(C(F)(F)F)c2)cc(C(F)(F)F)n1	41	-0.4	1	-1	3	0.4	-2.9	14	-5
O=C(Nc1ccccc1N1CCOCC1)c1ccc2nc[nH]c2c1	-13	5.2	-72	23	-1	0.1	-0.7	0	-10
COc1ccc(C2=Nc3nc(-c4ccccc4)cn3C(c3ccc(OC)cc3)C2)cc1 (stereo not given)	-25	2.3	-73	1	-97	-1.4	1.0	6	-11
Cc1nnc(SCc2cc(=O)[nH]c(N3CCCCC3)n2)s1	nt	-0.3	nt	1	nt	0.7	-0.8	4	-5
Cc1ccc(CNC(=O)C2CC(c3ccc([N+](=O)[O-])cc3)=NO2)cc1 (stereo not given)	-28	-0.1	-2	1	-2	-1.2	3.7	10	-4
COc1ccc(NC(=O)CN(Cc2ccccc2)S(C)(=O)=O)cc1OC	-4	0.9	-3	2	1	0.6	1.8	6	7
O=C(c1ccc(CNS(=O)(=O)c2cccc(C(F)(F)F)c2)cc1)N1CCOCC1	27	-0.6	-2	2	-1	-1.1	-0.7	nt	-5
COc1ccc2c(c1)nc(SCC(=O)C(C)(C)C)n2C	-2	-0.1	1	1	2	0.9	0.2	4	0
CCn1ncc(-c2ccnc3cc(C(=O)O)nn23)c1C	-9	0.7	-2	-1	-17	0.5	0.0	5	5
O=C(Cn1nnc2ccccc2c1=O)NCCc1ccccc1	-5	0.0	1	2	-2	1.0	1.2	8	2
CC1=C(C#N)CCC(=O)N1Cc1c(C)cc(C)cc1C	1	0.1	0	0	1	0.2	-2.1	8	-6
Clc1ccc2oc(-c3ccccc3)cc(=NCCCN3CCOCC3)c2c1	-49	1.7	1	17	-5	-0.8	1.7	7	-12

Continuation:
SMILES	EP2 modulator	L929 necroptosis	Runt-CBFb FRET	Hck Nef HTS	Runt-SMMHC FRET	PERK inhibitor	TNF necrop inh	EP2 antag	RBBP9 inh
CCCOC(=O)C1=C(C)NC2=C(C(=O)CCC2)C1c1cccs1 (stereo not given)	25	-0.1	-1	5	-1	-0.7	-1.8	11	0
O=C(CSc1nnnn1Cc1ccccc1)c1ccccc1F	-20	1.9	nt	20	nt	0.3	3.0	7	-4
CCOC(=O)c1c(NC(=O)C2CCN(S(=O)(=O)c3cccs3)CC2)sc(C)c1C	-20	0.8	3	6	4	-0.6	4.2	13	-6
Cc1cccc(-n2ccnc2SCC(=O)N2CCCc3ccccc32)c1C	29	0.4	-2	2	0	-0.9	0.0	6	3
O=c1[nH]cnc2scc(-c3ccc(-c4ccccc4)cc3)c12	1	0.1	-11	2	-4	1.6	-8.5	9	3
O=C(CN(CCO)c1ccccc1)NC12CC3CC(CC(C3)C1)C2	-26	5.5	-1	-1	-2	-0.2	11	20	-12
N=c1sccn1CC(=O)Nc1ccc(Cl)cc1[N+](=O)[O-]	-40	0.6	2	-1	0	0.8	9.3	1	-1
O=C(c1ccc(=O)[nH]n1)N1CCN(S(=O)(=O)c2ccc3ccccc3c2)CC1	5	0.6	-10	14	-7	0.1	0.3	7	6
CN(C)C(=O)CSc1nnc(Cc2ccc3c(c2)OCO3)o1	35	-0.1	4	-7	1	1.4	-0.5	4	-14
O=C(COC(=O)c1cnccn1)c1ccc(Cl)c([N+](=O)[O-])c1	-2	-0.6	0	28	-3	-0.8	-2.3	8	-2
O=C(CSc1nnc(C2CC2)n1-c1ccccc1)NCCc1ccccc1	-6	0.6	0	4	3	-0.5	1.6	11	-6
COc1cccc2cc(-c3nnc(SCC(=O)Nc4nc(C)cs4)n3C)oc12	-49	1.2	-1	4	0	-0.6	-1.0	4	-4
COc1nc(N2CCCCCC2)nc(N2CCCCCC2)n1	42	0.2	-1	-1	-3	0.6	-1.4	6	-8
CC(=O)Nc1ccc(N=Cc2ccc(OCc3ccccc3)cc2)cc1	26	-0.2	2	6	2	1.6	0.8	6	-6
Cc1ccccc1NC(=O)CSc1nc(N)c(C#N)c(-c2cccs2)c1C#N	27	nt	-3	25	-4	-1.1	1.8	21	-15
Cc1nc(-c2cccc(C(F)(F)F)c2)sc1C(=O)O	22	0.4	3	-6	-2	1.6	0.4	13	0
CC(C)N(NC(=O)c1cccc2ccccc12)C(C)C	11	0.1	0	28	-1	0.9	1.7	8	-6
c1ccc(Cc2ccc(OCCCNC3CCCC3)cc2)cc1	-27	3.7	1	-9	3	-0.7	3.5	20	2
Cn1c(O)c(N=NC(=O)Cn2c(C(F)(F)F)nc3ccccc32)c2ccccc21	25	0.2	-3	4	3	0.0	0.9	4	-8
O=C(NC(=S)Nc1ccc2oc(=O)ccc2c1)c1ccccc1F	-36	0.8	1	15	-4	3.7*	1.2	12	-3
COc1cccc(S(=O)(=O)N2CCOCC2)c1	5	0.0	1	-2	-1	1.1	-0.6	4	-6
CN(C)C(=S)NC1CCS(=O)(=O)C1 (stereo not given)	-18	1.4	-2	22	0	-0.1	-0.1	5	-1
Nc1nc(-c2ccc(C(=O)O)cc2)cs1	27	3.1	5	23	1	0.8	-0.8	2	-9
CC(NC(=S)Nc1ccccc1C(F)(F)F)C1CC2CCC1C2 (stereo not given)	-3	-1.1	0	-11	2	0.8	-3.0	4	-1
CC1(OC(=O)C2CCCC2)C(=O)C=C2C=C3CCCCN3C=C2C1=O (stereo not given)	21	0.0	-3	20	3	nt	1.3	19	nt

Compounds from the list above with a furan ring, fused or not (3):
SMILES	EP2 modulator	L929 necroptosis	Runt-CBFb FRET	Hck Nef HTS	Runt-SMMHC FRET	PERK inhibitor	TNF necrop inh	EP2 antag	RBBP9 inh
O=C(Nc1ccccc1N1CCN(C(=O)c2ccccc2)CC1)c1cc2ccccc2o1	14	0.6	-1	5	0	0.1	-2.8	17	1
COc1ccc2cc3cc(C(=O)Nc4ccc5c(c4)OCCO5)oc3nc2c1	-12	45	-7	52*	-41	1.4	1.3	14	-10
COc1cccc2cc(-c3nnc(SCC(=O)Nc4nc(C)cs4)n3C)oc12	-49	1.2	-1	4	0	-0.6	-1.0	4	-4

The results go on:
SMILES	EP2 modulator	L929 necroptosis	Runt-CBFb FRET	Hck Nef HTS	Runt-SMMHC FRET	PERK inhibitor	TNF necrop inh	EP2 antag	RBBP9 inh
O=C(NCc1ccco1)C1CCCN(S(=O)(=O)c2cccc3cccnc23)C1 (stereo not given)	1	0.1	0	2	-2	0.4	-0.1	7	2
COC(=O)c1ccc(OC(=O)c2nn(C)cc2Cl)c(OC)c1	32	0.6	-1	-9	0	0.1	0.6	13	-6
Nc1n[nH]c2c1C1(CCCC1)Cc1ccccc1-2	16	1.1	-2	0	-9	0.2	-0.7	18	-2
Cc1ccc(OCCn2cc(/C=N/NC(=O)c3ccncc3)c3ccccc32)cc1	-80	0.8	-5	10	-3	-0.7	5.4	11	3
COC(=O)c1cc(S(=O)(=O)NCc2ccc(S(N)(=O)=O)cc2)oc1C	22	0.6	0	12	1	0.0	-0.5	8	-8
CCO[C@@H]1OC(C(=O)N2CCN(Cc3ccc4c(c3)OCO4)CC2)=C[C@H](c2ccc(Br)cc2)[C@H]1CCCO	-7	0.6	-2	6	-1	0.3	1.4	6	2
CNC(=O)c1ccc(-c2sc3nc(N4CCOCC4)c4c(c3c2N)CC(C)(C)OC4)o1	-13	0.0	nt	8	-4	-0.6	-5.6	29	-4
CCCS(=O)(=O)c1nc(S(=O)(=O)c2ccc(C)cc2)c(NCCCN(C)C)s1	-35	0.1	2	25	2	0.2	1.1	5	-7
COc1ccc(NC(=O)CSc2nnc(-c3ccccc3C)n2N)cc1OC	-5	0.2	-3	0	-10	-0.1	0.5	5	-1
CCOc1ccc(-c2n[nH]c(=S)o2)cc1	22	2.9	5	1	4	-0.3	0.7	3	-6
CCn1cnc2c1c(=O)n(Cc1nnc3n1-c1ccccc1SC3)c(=O)n2Cc1ccccc1	-6	-0.4	0	2	-2	0.1	-1.3	5	1
Nc1nc(NC(=O)c2ccc(Cl)cc2)nn1-c1ccccc1	4	0.8	2	0	-4	0.3	-0.7	10	3
Cc1cc(C(=O)Nc2ncc(C)s2)c2ccccc2n1	9	0.4	2	15	-6	0.3	0.6	8	-10
CSc1ccc(/C=C/C(=O)OCC(=O)N(C)CCC#N)cc1	-24	3.2	0	-4	0	0.3	0.9	8	-3
Nc1c(NCCN2CCOCC2)c2ccccc2oc1=O	10	-0.4	2	1	0	-0.3	-5.4	4	-7
Cc1ccc(C(=O)OCC(=O)NC2CCCCC2)s1	5	2.6	-2	-4	-2	0.3	0.5	6	-1
O=C(Cc1ccccc1)N1CCC(C(=O)N2CCN(c3ccc(F)cc3)CC2)CC1	-1	0.3	0	-9	0	-1.4	0.3	14	-1
O=C1CCC(=O)N1CCCCCc1nc(-c2ccccc2)no1	10	0.1	0	15	4	0.7	-1.1	17	-7
Cc1occc1-c1n[nH]c(=S)n1-c1ccccc1	17	1.0	9	3	9	1.2	0.6	3	-5
CCC(=O)N1c2ccccc2-c2nnc(SC)nc2OC1c1ccc(OC)c(OC)c1 (stereo not given)	16	-0.1	3	5	-2	0.0	0.4	3	0
CCOc1ccccc1C(=O)Nc1cc(Cl)ccc1O	1	0.2	-2	6	3	0.9	0.7	5	-2

Compound activity (PubChem BioAssay)
